esBAF inh = inhibitors of esBAF chromatin remodeling in mouse ES cells; AID 602393; Bmi1-luciferase knock-in reporter, 24 h; 100% = twice the neutral-well signal; 350,000 compounds, 2% hits; reporter increase, % at 12.5 µM; in the data active = activation above about 40%;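 note: 0% = median of the plate's neutral control wells and 100% = double that signal; a rise in the Bmi1 reporter signal indicates esBAF inhibition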
ARNT TACC3 PPI = disrupts binding between human ARNT and TACC3. inhibition, % at 9.99 µM. AID 623870. AlphaScreen His-ARNT PAS-B/GST-TACC3 binding, luminescence; TACC3 fragment carries E629A point mutation. 390,000 compounds, 0.66% hits;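 active = mean inhibition of replicates at least 50% and at least half of replicates each reaching 50%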;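 note: 0% = complete ARNT plus TACC3 wells and 100% = ARNT alone without TACC3; many hits fall short of the cut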
XiGFP reactiv = X-chromosome reactivation activator; 360,000 compounds, 0.055% hits; XiGFP mouse fibroblasts, % GFP-positive cells imaging, 3 d; cells co-treated with 5-aza-dC sensitizer; scaled so ellipticine positive control = 100%; activation, % at 7.58 µM;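 active = mean normalized replicate activation at least 10% and every replicate at or above 10%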;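 note: 0% = median of on-plate neutral control wells and 100% = ellipticine 6 µM median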
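Assay system: SV40-immortalized XiGFP fibroblast cells, line 68-5-11; buffer or medium: DMEM plus 5-aza-dC sensitizer; compound: one concentration, pinned; timing: compounds 3 days, fix/stain 15 min at room temperature; benchmarks: positive control ellipticine, 6 µM final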
ERAP1 inh = blocks human ERAP1 aminopeptidase activity. AID 652197. recombinant ERAP1, Leu-AMC fluorescence, 60 min. inhibition, % at 10.7 µM. Q9NZ08. 340,000 compounds, 0.15% hits;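 active = mean replicate inhibition of at least 30%, or all replicates individually reaching that 30% level; inactive = mean below 30% and not every replicate reaching it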;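 note: 0% = neutral control wells and 100% = L-leucinethiol positive control wells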
GSIS activator = GLuc luminescence reporter in INS-1E cells, primary screen for activators of glucose-dependent secretion of insulin; activation, % at 16.6 µM; 370,000 compounds, 0.61% hits; INS-1E GLuc reporter insulin secretion, 2-3 h;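 active = lowest replicate activation of at least 40%, so every replicate reaches that level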;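 note: 0% = median of neutral control wells and 100% = median of IBMX positive control wells; some compounds called inactive have numbers as strong as hits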
F508del corr = CFTR F508del correction in bronchial cells; CFBE cells, YFP halide quenching; stimulated with forskolin plus potentiator P3; % fluorescence drop versus neutral controls; activity (quench increase), % at 7.58 µM; 350,000 compounds, 0.36% hits;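 active = mean added fluorescence quench of at least 8% versus neutral control, with both replicates also reaching 8%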;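 note: cells transiently co-express mutant CFTR-F508del with the halide-sensitive YFP; corrector assay measuring rescue of mutant channel to the surface after 24 h compound exposure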
RAD52 anneal inh = RAD52 (human) annealing inhibition; P43351; 360,000 compounds, 0.46% hits; recombinant RAD52 DNA annealing, FRET fluorescence; inhibition, % at 18.7 µM;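 active = every replicate showing at least 50% inhibition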
Target sequence (P43351 whole entry, looked up): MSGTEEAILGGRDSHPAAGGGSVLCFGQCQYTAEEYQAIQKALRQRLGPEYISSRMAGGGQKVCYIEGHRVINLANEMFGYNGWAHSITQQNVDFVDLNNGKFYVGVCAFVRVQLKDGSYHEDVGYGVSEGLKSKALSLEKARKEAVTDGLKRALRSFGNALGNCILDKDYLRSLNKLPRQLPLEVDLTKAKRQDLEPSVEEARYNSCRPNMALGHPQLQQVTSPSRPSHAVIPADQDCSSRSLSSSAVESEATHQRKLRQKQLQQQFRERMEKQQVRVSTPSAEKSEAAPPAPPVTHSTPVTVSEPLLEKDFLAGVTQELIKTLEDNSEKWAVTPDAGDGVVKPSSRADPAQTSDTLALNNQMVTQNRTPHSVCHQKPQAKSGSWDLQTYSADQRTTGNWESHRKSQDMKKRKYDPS
RAD54 inh = inhibitors of human RAD54 branch migration. inhibition, % at 10.4 µM. RAD54 Holliday junction branch migration, FAM/BHQ fluorescence. 360,000 compounds, 0.14% hits;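 active = mean normalized replicate activity at least 40 and at least half of replicates scoring 40 or more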;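 note: 0% = median of neutral control wells and 100% = median of positive control wells; inhibitors cause a drop in the FAM fluorescence signal; in these data hits start at about 50%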
* hit, by the source's call; nt = not tested or not shown.

SMILES | esBAF inh | ARNT TACC3 PPI | XiGFP reactiv | ERAP1 inh | GSIS activator | F508del corr | RAD52 anneal inh | RAD54 inh
COc1ccccc1NC(=O)N[C@H]1C=C[C@@H](CC(=O)N2CCC(Cc3ccccc3)CC2)O[C@H]1CO | 7 | -6 | 0.0 | 4 | -12 | 0.2 | -1 | -5
COc1ccc(C(O)C(O)(C(=O)OC(C)C)c2ccc(C)cc2)cc1 (stereo unspecified) | nt | nt | 0.2 | nt | 3 | 3.4 | -11 | nt
CCc1nc(SCC(=O)Nc2ccc(C(=O)O)cc2)n[nH]1 | 5 | 8 | 0.0 | 4 | -5 | -1.2 | -5 | -1
NC(=O)Cn1c(=O)n(Cc2ccccc2)c(=O)c2cccnc21 | -2 | 5 | 0.0 | 1 | 42 | -2.1 | -7 | 13
O=C(Cc1ccccn1)N1CC(=O)N2[C@@H](CO)[C@H](c3ccc(C#CC4CCCCC4)cc3)[C@@H]2C1 | nt | nt | 0.1 | 0 | 6 | 2.1 | -1 | nt
Cc1cc(=O)[nH]c(SCCCOc2ccc(F)cc2)n1 | 6 | -13 | nt | nt | 16 | nt | nt | 14
O=C1NC(=O)C(c2ccccc2)(C2CCCC2)N1 (stereo unspecified) | 7 | -1 | 0.0 | -2 | -6 | -0.7 | -8 | -2
COc1ccc(CNC(=O)C[C@H]2C[C@H](C(=O)N3CCOCC3)[C@@]3(CCC4CCCC4)c4[nH]c5ccc(Cl)cc5c4CCN3C2=O)cc1OC | 22 | -1 | 0.0 | nt | -34 | 2.2 | -17 | 1
O=C1C2CC=C(Cl)CC2C(=O)N1CCN1CCOCC1 (stereo unspecified) | 2 | -3 | nt | nt | 3 | nt | nt | 2
O=C(C[C@@H]1CC[C@H]2[C@@H](COC[C@@H](O)CN2C(=O)Nc2ccc(Cl)cc2)O1)N1CCCCC1 | 20 | -14 | -0.1 | -5 | -12 | -2.3 | 5 | -3
Brc1ccc2oc3c(N4CCOCC4)ncnc3c2c1 | 48* | 4 | nt | 2 | 6 | -1.1 | -5 | 4
CC(C)c1nc2c(s1)CCc1onc(-c3ccc(Cl)cc3)c1-2 | 7 | 0 | 0.0 | -2 | 24 | 1.8 | -2 | -5
C[C@H]1CN([C@@H](C)CO)S(=O)(=O)c2ccc(C#Cc3cccnc3)cc2O[C@H]1CN(C)CC1CCOCC1 | 2 | 4 | -0.8 | 1 | -16 | -2.0 | -12 | 3
Cc1ccc(NC(=O)c2cccc(C(=O)OC(C)C)n2)c(Br)c1 | nt | -3 | 0.4 | 0 | 12 | 1.4 | -7 | nt
N#C/C(=C\C=C\c1ccccc1)C(=O)Nc1ccccc1 | nt | -13 | 0.0 | -1 | 5 | -2.5 | -24 | nt
N#C[C@@H]1[C@H](c2ccc(-c3cncnc3)cc2)[C@H](CO)N1C(=O)CN1CCOCC1 | -4 | 8 | 0.2 | 0 | -2 | 2.1 | -41 | -3
COc1ccc(NC(=O)CSc2nnc(-c3ccc(C)cc3)n2N)cc1 | 4 | -41 | nt | nt | 36 | nt | nt | 0
C[C@H](NC(=O)c1nc[nH]c1C(=O)NC(c1ccccc1)c1ccccc1)C(=O)OC(C)(C)C | -5 | 1 | 0.1 | nt | -24 | 1.2 | -21 | -11
CC(C)(C)[S@@](=O)N1Cc2cc(C(=O)NCc3ccccc3F)nc(-c3cccc(-c4cccnc4)c3)c2[C@H]1CCO | 5 | -4 | 0.1 | 0 | 3 | 3.3 | 13 | 9
COc1ccc(O)c(-c2cc(-c3ccccc3Cl)[nH]n2)c1 | 74* | 5 | -0.1 | 0 | -4 | 2.2 | -3 | -1
COc1ccccc1C(=O)NCC(=O)OCC(=O)Nc1cccc(S(=O)(=O)N(C)C)c1 | -2 | -10 | -0.1 | 4 | -8 | -0.8 | -11 | -9
COc1ccc2c(CN3CCCCC3)cc(=O)oc2c1 | 26 | nt | -0.1 | 0 | -4 | 1.5 | -3 | 3
CCN1CCN(CCC(=O)Nc2cc(C)ccc2C)CC1 | 9 | -17 | 0.1 | 3 | -5 | -4.0 | -5 | -1
Cc1ccc(F)c(S(=O)(=O)NC(=O)C2(C)CCN2C(=O)CCC2CCCC2)c1 (stereo unspecified) | -3 | nt | -0.1 | -2 | -1 | -0.1 | -5 | 8
CN(Cc1nc(-c2cnccn2)no1)CC1(c2ccccc2)CC1(C)C (stereo unspecified) | 0 | -8 | 0.1 | 7 | -8 | -0.2 | -1 | -27
CC(OC(=O)CCC(=O)N1CCN(S(=O)(=O)c2ccc3ccccc3c2)CC1)C(=O)NC(N)=O (stereo unspecified) | 0 | -10 | 0.1 | -1 | -24 | -0.2 | -8 | 7
C[C@H]1CN([C@@H](C)CO)C(=O)Cc2cc(N(C)C)ccc2O[C@H]1CN(C)Cc1ccc(-c2ccccc2)cc1 | -4 | 21 | 0.2 | 0 | -18 | 0.9 | 1 | 4
CCCc1cn(CC[C@H]2CC[C@@H](NS(=O)(=O)c3ccccc3Cl)[C@@H](CO)O2)nn1 | 0 | -10 | -0.1 | 4 | 13 | 4.0 | -4 | 0
CCOc1cc(/C=C2/C(=N)N3N=C(CC)SC3=NC2=O)ccc1OC(=O)c1ccco1 | -3 | 3 | -0.1 | 0 | -7 | 2.7 | -44 | -2
O=C(COC(=O)c1ccc2c(c1)OCCO2)Nc1cccc(S(=O)(=O)N2CCOCC2)c1 | nt | 3 | 0.0 | -1 | nt | -0.4 | -4 | nt

3 entries from above, ordered by their value in esBAF inh, ascending.
Structure	esBAF inh
C[C@H]1CN([C@@H](C)CO)C(=O)Cc2cc(N(C)C)ccc2O[C@H]1CN(C)Cc1ccc(-c2ccccc2)cc1	-4
CCOc1cc(/C=C2/C(=N)N3N=C(CC)SC3=NC2=O)ccc1OC(=O)c1ccco1	-3
COc1ccc2c(CN3CCCCC3)cc(=O)oc2c1	26

(cont.)
SMILES | esBAF inh | ARNT TACC3 PPI | XiGFP reactiv | ERAP1 inh | GSIS activator | F508del corr | RAD52 anneal inh | RAD54 inh
COc1ccccc1N1CCN(CC(O)COCc2cccs2)CC1 (stereo unspecified) | nt | -51 | 0.2 | 14 | 8 | nt | -8 | nt
COc1ccc(NC(=O)C(NC(=O)c2ccc(=O)[nH]c2)c2ccc(OC)cc2)cc1 (stereo unspecified) | nt | -5 | 0.3 | nt | 13 | nt | nt | -4
COc1ccc(NC(=O)CSc2nc3scc(C)c3c(=O)[nH]2)cc1 | nt | -2 | 0.0 | 0 | nt | 2.2 | -14 | 5
NS(=O)(=O)c1ccc(CNC(=O)c2cc(-c3ccccc3)nc3ccccc23)cc1 | 0 | 1 | -0.1 | nt | 12 | 2.6 | -20 | -24
CNC[C@H]1Oc2c(NS(C)(=O)=O)cccc2C(=O)N([C@H](C)CO)C[C@H]1C | 1 | -1 | 0.8 | 3 | 13 | 2.7 | -7 | 4
CCCCN(NC(C)=O)c1nc(Cl)nc(NC(C)C)n1 | -5 | -20 | nt | 1 | -3 | -1.6 | 6 | 1
Cc1noc(C)c1NC(=O)N(C)C[C@@H]1Oc2ccc(NC(=O)NC3CCCCC3)cc2C(=O)N([C@H](C)CO)C[C@H]1C | 1 | -7 | -0.9 | 8 | 0 | -0.2 | -7 | -1
OCCNc1nc(Nc2ccccc2Cl)nc(N2CCCC2)n1 | -8 | 1 | -0.1 | -3 | 11 | 1.0 | -6 | 14
Cc1ccc(-c2nn3c(C)nnc3s2)cc1NC(=O)c1ccc(OC(C)C)cc1 | 7 | nt | 0.1 | 0 | -16 | -2.9 | -6 | 9
COc1ccc(CCNC(=O)CSc2nc(-c3ccco3)cc(C(F)(F)F)n2)cc1 | 4 | 18 | nt | nt | -17 | nt | nt | 1
COc1cccc(Sc2nc(-c3ccccc3)ncc2S(C)(=O)=O)c1 | 8 | -1 | 0.0 | 1 | 56 | -0.4 | -9 | -1
COc1ccc(CN2C(=O)N(c3ccccc3)C(=O)C2CC(=O)Nc2ccccc2)cc1OC (stereo unspecified) | nt | nt | 0.1 | 3 | 6 | -3.0 | -13 | nt
C=CCN(c1ccccc1OC)S(=O)(=O)c1cccc(C(=O)NCc2cccs2)c1 | 8 | -3 | 0.1 | 0 | -61 | 1.3 | -20 | -19
COc1ccc(NC(=O)c2oc3ccccc3c2CSC)cc1S(=O)(=O)N1CCOCC1 | nt | 0 | 0.1 | 5 | 12 | 1.0 | -10 | -7
CCc1c(-c2ccccc2)nc2sc3c(c2c1N)CCCC3 | nt | 14 | -0.1 | 7 | -1 | nt | -17 | nt
O=C(NCc1ccccc1C(F)(F)F)C1CC(c2cccc(F)c2)=NO1 (stereo unspecified) | 3 | -4 | 0.0 | 1 | 0 | -3.1 | 1 | -1
COc1ccccc1-n1c(CNC(=O)COc2ccccc2)n[nH]c1=S | -1 | -29 | nt | nt | -6 | nt | nt | -6
CC(C)NC(=O)N1[C@@H]2CN(C(=O)C3CC3)c3ccccc3[C@@H]2[C@@H]1CO | -2 | -15 | 0.4 | -1 | 3 | -2.1 | -1 | -5
CC(=O)N(C(C)=O)c1nc2nc(C)cc(C)n2n1 | 0 | 4 | 0.0 | -4 | nt | 0.3 | -2 | -22
COc1ccc(N2CCN(S(=O)(=O)c3cc4c5c(c3)C(C)C(=O)N5CCC4)CC2)cc1 (stereo unspecified) | 2 | 9 | 0.1 | 1 | 0 | 2.6 | -4 | 11
COC(=O)c1cc(OCC(=O)Nc2ccc3c(c2)CCC3)cc(C(=O)OC)c1 | 0 | nt | -0.1 | 0 | -19 | 1.1 | -6 | -2
C[C@H]1CCCCO[C@@H](CN(C)C(=O)Cc2ccccc2)[C@@H](C)CN([C@@H](C)CO)C(=O)c2cc(NS(=O)(=O)c3cccs3)ccc2O1 | 6 | -14 | -0.2 | 1 | -10 | -0.4 | -17 | -4
COc1ccc(-c2cc3c(=O)n(CC(=O)NCCCc4ccccc4)ncn3n2)cc1 | 9 | -1 | 0.4 | -5 | -8 | 4.3 | -18 | 1
O=C(c1ccccc1Br)N1CCn2c1nc1ccccc12 | nt | -3 | 0.1 | 3 | -1 | 0.7 | -2 | nt
O=C(CSc1nc2ccccc2c(=O)n1Cc1ccco1)NCCN1C(=O)CSC1=O | nt | -9 | 0.0 | nt | 11 | -0.4 | -15 | 0
Cc1ccc(S(=O)(=O)N2CCOCC2)cc1NC(=O)Cn1c(=O)ccn(Cc2ccccc2)c1=O | -8 | -2 | 0.0 | 1 | 2 | -0.2 | -4 | -6
OCC[C@H]1C[C@@H](O)[C@H](O)[C@]2(CCCO2)O1 | 4 | nt | 0.1 | nt | 29 | 0.8 | 3 | -10
CCN(CC(=O)Nc1ccc(NC(C)=O)cc1)C(=O)C1(c2ccccc2)CC1 | 12 | nt | -0.1 | -3 | 2 | 2.5 | -8 | 5
COC(=O)c1cc(S(=O)(=O)NCC2CCN(Cc3cc(C)ccc3C)CC2)cn1C | -2 | 0 | 0.0 | -1 | 2 | 3.1 | -26 | 8
C[C@@H]1CN([C@H](C)CO)C(=O)Cc2cc(NC(=O)CCC(F)(F)F)ccc2O[C@H]1CN(C)C(=O)Nc1cccc2ccccc12 | -1 | -7 | -0.3 | 2 | 5 | -2.5 | 13 | 9
O=C(Cn1nc2n(c1=O)-c1ccccc1SC2)N/N=C/c1ccncc1 | nt | -15 | -0.1 | 4 | 19 | -0.5 | -6 | nt

By substructure, the compounds so far with bromine.
SMILES | esBAF inh | ARNT TACC3 PPI | XiGFP reactiv | ERAP1 inh | GSIS activator | F508del corr | RAD52 anneal inh | RAD54 inh
Brc1ccc2oc3c(N4CCOCC4)ncnc3c2c1 | 48* | 4 | nt | 2 | 6 | -1.1 | -5 | 4
Cc1ccc(NC(=O)c2cccc(C(=O)OC(C)C)n2)c(Br)c1 | nt | -3 | 0.4 | 0 | 12 | 1.4 | -7 | nt
O=C(c1ccccc1Br)N1CCn2c1nc1ccccc12 | nt | -3 | 0.1 | 3 | -1 | 0.7 | -2 | nt

Compound activity (PubChem)
